a7 integrin act: integrin-mediated muscular dystrophy alleviation activation; 350,000 compounds, 0.064% hits; AID 624291; Potency, µM (doses to about 38.3 µM), for the others: top-dose activation, usual class: activators; alpha7betagal myoblasts, beta-gal FDG fluorescence, 48 h;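 further: potency means the concentration at half of the fitted maximal effect; 100% = response of the positive control SU9516; nearly all actives have a fitted effect of over 60% in size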
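Alpha7betagal+/- myoblasts (passage 13) were plated 16-24 hr, then exposed to compounds (1:260 dilution of DMSO stock) for 48 hours at 37C. After MPER lysis, β-galactosidase reporter activity was read as FDG fluorescence (ex 480/em 540) after 30 minutes.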
BRCA1 expr up: activators of BRCA1 expression; MCF7-BRCA1-FFLuc reporter, luminescence, 48 h; response scale: scaled: vehicle 0%, 10 µM genistein 100%; Potency, µM (series often up to 46.1 µM), for inactives: top-dose activation, usual class: activators; 380,000 compounds, 1.1% hits; AID 624202; further: potency means the concentration at half of the fitted maximal effect; nearly all actives have a fitted effect of over 80% in size; some results filed as inactive show a strong effect at the top dose
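48 h compound treatment of MCF7-BRCA1-FFLuc cells (phenol-red free MEM, 37 °C), then 15 min with luciferase substrate and luminescence imaging.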
TCR activator: activates T cell receptor signaling. primary human leukocytes, anti-CD3, IL-2 HTRF, 48 h. Potency, µM (doses to about 9.22 µM), for the others: top-dose activation of IL-2 secretion, actives largely listed as activators. 330,000 tested, under 10 active. AID 504894; further: % of control where 0% means no effect
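Human primary leukocytes + a-CD3 beads + cpd, 48 hr; IL-2 in supernatant by HTRF (ex 320nm / em 665nm). No co-stimulatory signal supplied.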
ELG1 DNA repair: ELG1-dependent DNA repair inhibition | HEK293T ELG1-luciferase reporter, luminescence, 16 h; DNA damage induced by 5-fluorouridine | Potency, µM (highest dose often 46.1 µM), for the others: at the top dose activity change, negative = inhibition, hits mostly inhibitors | 330,000 compounds, 2.3% hits | AID 504467; further: potency means the concentration at half of the fitted maximal effect; on the % scale 0 is the no-effect control and ±100 the full control effect; nearly all actives have a fitted effect of over 55% in size
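Quantitative HTS, concentration-response format. 2,000 cells/well co-treated with 5-fluorouridine and compound, 16 hr in 5% CO2 at 37 °C; ONE-Glo luminescence read after 30 min.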
B2AR arrestin: recruits beta-arrestin to the human beta2-adrenergic receptor. P07550. AID 492947. beta-arrestin recruitment to beta2AR, cell-based reporter. Potency, µM (highest dose often 46.1 µM), without a hit: top-dose activation, hits mostly activators. 330,000 compounds, 0.02% hits;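 further: potency means the concentration at half of the fitted maximal effect; 0% = DMSO controls and full agonism = EC100 isoproterenol or metaproterenol; nearly all actives have a fitted effect of over 65% in size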
Target sequence (P07550 whole entry, looked up): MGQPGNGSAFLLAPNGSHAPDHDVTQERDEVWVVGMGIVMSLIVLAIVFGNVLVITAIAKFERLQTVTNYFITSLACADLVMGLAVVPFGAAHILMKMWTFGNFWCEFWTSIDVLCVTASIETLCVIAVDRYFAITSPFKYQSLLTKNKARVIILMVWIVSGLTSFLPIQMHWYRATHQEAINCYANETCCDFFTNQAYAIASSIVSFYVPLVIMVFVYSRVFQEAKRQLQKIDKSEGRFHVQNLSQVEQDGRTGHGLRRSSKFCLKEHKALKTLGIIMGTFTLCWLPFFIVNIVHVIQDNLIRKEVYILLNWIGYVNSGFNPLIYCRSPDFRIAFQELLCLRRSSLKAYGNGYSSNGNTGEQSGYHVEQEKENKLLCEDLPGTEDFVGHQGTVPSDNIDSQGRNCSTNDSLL
A-T KAP1 phos: potential ataxia-telangiectasia treatment | […] A-T fibroblasts, KAP-1 phosphorylation AlphaLISA; neocarzinostatin DNA damage 30 min before lysis | Potency, µM (highest dose often 57.5 µM), for inactives: top-dose activation, hits mostly activators | 320,000 compounds, 0.19% hits | AID 485349; further: potency means the concentration at half of the fitted maximal effect; % of control where 0% means no effect; nearly all actives have a fitted effect of over 45% in size
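hTERT-immortalized A-T patient fibroblasts ([…]), 500 cells/well in OPTI-MEM, 1% FBS, got compounds for 60 min, then NCS for 30 min at 37C. Lysates were then assayed for phospho-KAP-1 by AlphaLISA (anti-pKAP1 donor, anti-KAP1 acceptor beads), 6 hr at 25C.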
p53 reactivator: restores transcriptional activity of mutant p53; H1299 p53-A138V BP100-luciferase reporter, luminescence, 24 h; Potency, µM (titrated, usually from 92.2 µM), for the others: at the top dose activity change, positive = activation, most hits filed as activators; 320,000 compounds, 0.063% hits; further: potency means the concentration at half of the fitted maximal effect; % of control where 0% means no effect; nearly all actives have a fitted effect of over 45% in size
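H1299 (p53-null), stable ts p53-A138V + BP100-Luc; 1000 cells/well, Opti-MEM/10% FBS; cpd 4 pt, 1:5; 24 h, 37 deg C, 5% CO2; detection reagent 10 min RT; luminescence.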
TSG101-PTAP inh: blocks PTAP/TSG101 interaction to inhibit HIV-1 budding; Fluorescence polarization, FITC-PTAP peptide / Tsg101 binding; Potency, µM (titrated, usually from 115 µM), for inactives: at the top dose activity change, negative = inhibition, usual class: inhibitors; 340,000 tested, under 10 active; Q99816; active means well fitted inhibition curve with a large enough effect in the main read-out, with a control signal flat, not every such curve was filed as active; inconclusive means small, poorly fitted or top-dose-only effect, or effect the other way, or a change in a side signal; inactive means no such curve, though single readings can be large or run the other way; further: potency means the concentration at half of the fitted maximal effect; % of control where 0% means no effect
Target sequence (Q99816 whole entry, looked up): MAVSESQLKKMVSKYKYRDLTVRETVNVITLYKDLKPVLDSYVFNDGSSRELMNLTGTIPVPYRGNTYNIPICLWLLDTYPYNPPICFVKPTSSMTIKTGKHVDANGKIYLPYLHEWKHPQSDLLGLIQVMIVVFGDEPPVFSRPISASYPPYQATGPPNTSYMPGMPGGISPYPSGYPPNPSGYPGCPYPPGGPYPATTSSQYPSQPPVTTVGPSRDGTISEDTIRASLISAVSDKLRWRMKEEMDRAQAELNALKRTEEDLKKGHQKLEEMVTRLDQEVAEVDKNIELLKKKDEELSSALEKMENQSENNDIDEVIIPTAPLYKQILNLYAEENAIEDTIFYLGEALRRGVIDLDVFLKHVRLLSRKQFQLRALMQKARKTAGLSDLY
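Steps: Tsg101 binding domain dispensed (10 uM final), compounds pinned in DMSO, FITC-labeled PTAP-motif peptide added (50 nM final); after 20 min binding at room temperature, polarization measured.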
CXXC DNA block: MLL CXXC-DNA interaction inhibition | Q03164 | MLL-CXXC / FITC-HOXA9 DNA fluorescence polarization | Potency, µM (doses to about 115 µM), for inactives: at the highest dose activity change, negative = inhibition, most hits filed as inhibitors | 290,000 compounds, 0.037% hits | AID 2662; active means well fitted inhibition curve with a large enough effect in the polarisation, with a control signal flat, not every such curve was filed as active; inconclusive means small, poorly fitted or top-dose-only effect, or effect the other way, or a change in a side signal; inactive means no such curve, though single readings can be large or run the other way; the % refers to the polarisation; further: potency means the concentration at half of the fitted maximal effect
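Purified MLL-CXXC (added from a 7 uM solution) was preincubated 5 min at ambient with pinned compounds in 50 mM Tris-HCl pH 7.5, 50 mM NaCl, 1 mM DTT, 0.05% BSA. Fluorescein-labeled HOX-A9 DNA (50 nM solution) followed, 30 min, then polarization read.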
TRPV1 ag: agonists of human vanilloid receptor 1 (TRPV1). Q8NER1. TRPV1-expressing cells, Fluo-8 calcium influx, agonist mode. activation, % at 8.33 µM. 320,000 compounds, 0.19% hits. AID 540275; in the data active means activation above about 80%; inconclusive means between about 30% and that limit; further: 0% is about no effect
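Cells expressing TRPV1 were dye-loaded with Fluo-8 and read kinetically: 10 s baseline, 3 min after compound (agonist portion), then 2 min after EC20 capsaicin (allosteric enhancer portion). Calcium-bound dye fluorescence at 480/520 nm.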
Active calls of the source: *; ? = inconclusive; . = no result given; [ ] = dose if it differs, or a comment. Unless noted, the call rests on the fitted dose curve; in most records, active means well fitted curve in the direction sought with a large enough effect; inconclusive means small, poorly fitted or top-dose-only effect, or another doubt; inactive means no such curve, though single readings can be large; an effect the other way counts as inactive or inconclusive.

Sequence of screens: ELG1 DNA repair | B2AR arrestin | p53 reactivator | TRPV1 ag | A-T KAP1 phos | TCR activator | TSG101-PTAP inh | CXXC DNA block | BRCA1 expr up | a7 integrin act
> Cc1ncc(CN2CCN(Cc3ccc(F)cc3)C(CCO)C2)s1 (centres undefined)
    -4% | 0.4% | -2% | 2 | 1% | 0% | -4% | -25% | -19% | -10%
> Cc1ccc(S(=O)(=O)N2CC3CCCN3c3ccc(C(F)(F)F)cc32)cc1 (centres undefined)
    5% | -0.7% | 1% | 0 | 3% | . | -3% | 1% | -37% | -31%
> CC(=O)Nc1cccc(NC(=O)CSc2nn3c(=O)c(C)nnc3s2)c1
    0% | -0.1% | 5% | -1 | 11% | 5% | -1% | 8% | 0% | 4%
> CCCCn1c(=O)c(C(C)=O)c(O)c2ccccc21
    5% | 0.4% | -3% | -2 | -6% | 3% | 0% | 11% | 0% | ?
> Cc1ccc2c(c1)N(CCCC(=O)NCc1ccc3c(c1)OCO3)C(=O)CO2
    4% | -0.6% | -10% | -1 | 1% | 6% | -6% | -2% | 15% | 16%
> CC1(C)OC2OC(COC(=O)c3ccc([N+](=O)[O-])cc3)C3OC(C)(C)OC3C2O1 (centres undefined)
    0% | -0.5% | 1% | ? | -2% | 3% | -3% | 3% | -15% | 6%
> CC1(C)Cc2cccc(OCC(=O)OCC(=O)Nc3ccc(C(N)=O)cc3)c2O1
    6% | 0.3% | -2% | 4 | -8% | -5% | -7% | . | -4% | -9%
> Cc1ccc([C@@H]2[C@@H]3C(=O)N(C)C(=O)[C@@H]3[C@]3(Cc4ccccc4)C(=O)N(Cc4ccccn4)CC(=O)N23)o1
    15% | -1.6% | . | 2 | -4% | 2% | 1% | -9% | 12% | 43%
> CNc1nc(-c2ccccc2)cc(C)c1S(C)(=O)=O
    8% | 0.1% | 10% | 10 | 17% | -5% | -1% | 23% | 29% | -8%
> S=C(NCC1CCCO1)N1CCN(c2nc(-c3ccccc3)cs2)CC1 (centres undefined)
    23µM* | -0.5% | -3% | 20 | -1% | 0% | -3% | 0% | -20% | -17%
> Cc1onc(-c2ccccc2)c1C(=O)Oc1ccccc1
    13% | -0.5% | -3% | 21 | 13% | -3% | -1% | 0% | -20% | -11%
> CCOc1cccc(C(=O)Nc2cc(-c3nn4c(C)nnc4s3)ccc2C)c1
    -3% | 0.1% | -6% | 14 | 2% | -2%[46.1 µM] | -1% | 9% | -25% | 6%
> Cc1cc(-n2c(C)cc(C(=O)COC(=O)CN=C3NS(=O)(=O)c4ccccc43)c2C)no1
    0% | 0.2% | ? | -2 | 2% | 0% | 0% | -1% | -20% | 25%
> CCOC(=O)c1cc(C(=O)Nc2ccccc2F)nn1C
    ? | -0.3% | ? | 6 | . | -1% | -8% | -5% | ? | 15%
> CC(=O)c1cccc(NC(=O)NC2CCCCC2)c1
    17% | 0.2% | 4% | ? | 5% | -1% | -6% | -3% | 40% | 16%[7.66 µM]
> CCC(C)Sc1nc(O)c(Cc2ccccc2)c(=O)[nH]1 (centres undefined)
    0% | -0.1% | -2% | 12 | -3% | -2% | -6% | 2% | 7% | -3%
> Cc1n[nH]c(C)c1CCC(=O)N/N=C/c1cccc([N+](=O)[O-])c1
    ? | 0.0% | -1% | 0 | -12% | 7% | 0% | 12% | -12% | -1%
> Cc1cnc(C(=O)OCC(=O)Nc2ccc(Cl)cc2Cl)cn1
    9% | -0.4% | 2% | -5 | -2% | 9%[46.1 µM] | -1% | 0% | -4% | -12%
> Cc1ccc(S(=O)(=O)N2CCC(C(=O)NCC3CCCCC3)CC2)cc1
    -17% | -0.1% | -3% | 8 | 27% | -5% | -8% | 0% | -14% | -9%
> CC1CCc2cc(F)ccc2N1C(=O)CCl (centres undefined)
    16% | -0.3% | -13% | 1 | 0% | 6% | 0% | 7% | -8% | -65%[inhibitor]
> COP(=O)(CN(Cc1ccccc1)C(=S)Nc1c(C)cccc1C)OC
    7% | 0.3% | -1% | 5 | -7% | -5% | 1% | 5% | 36% | 6%
> Cc1noc(C)c1COc1ccccc1C(=O)N1CCN(S(=O)(=O)c2ccccc2F)CC1
    ? | 0.0% | 3% | 1 | 6% | 2% | -1% | . | -26% | 0%
> COCCNC(=O)c1oc2ccc3c(c2c1C)C(O)CC(C)(C)O3 (centres undefined)
    12% | -0.2% | -3% | 6 | -5% | 3% | 1% | 0% | 1% | 34%
> CCOC(=O)N1CCN(c2c(N3CCN(c4ccc(F)cc4)CC3)c(=O)c2=O)CC1
    0% | -0.1% | -3% | 0 | 4% | 4% | 6% | -2% | 0% | -37%
> Cn1c(CC(=O)Nc2ccccc2)nnc1SCC(=O)NC1=NCCS1
    5% | 0.2% | 7% | -2 | 3% | 1% | 6% | 7% | 0% | -1%
> O=C(CSc1nnc(C2CC2)n1CC1CCCO1)Nc1ccccc1Cl (centres undefined)
    -1% | -0.1% | 5% | -5 | -3% | 5% | -3% | 1% | 16% | 0%
> Cc1nnc(C)c2c(C)n(-c3ccccc3)c(C)c12
    ? | -0.2% | 9% | -1 | 0% | 14% | -3% | 10% | 7% | 3%
> COc1cc(S(=O)(=O)N(Cc2cccnc2)Cc2cccc(OC)c2OC)ccc1-n1cnnn1
    -6% | -0.3% | -4% | 0 | 1% | -6% | -4% | 2% | 6% | 1%
> O=C(CN1C(=O)c2cccc([N+](=O)[O-])c2C1=O)N1CCN(c2ccc(F)cc2)CC1
    11% | 0.2% | -1% | 0 | -10% | 2% | 0% | -7% | 0% | 9%
> CCOC(=O)CN(C(=O)COC(=O)C1=NNC(=O)CC1)c1ccc(F)cc1
    ? | 0.4% | -1% | . | 11% | -1% | -1% | . | -15% | -17%
> O=C1c2c(O)cc(O)cc2O[C@H](c2ccc(O)cc2)[C@H]1O
    . | . | . | . | . | -1% | -2% | . | 1% | -10%
> COc1ccc(C(=O)Nn2c(C)nc3ccccc3c2=O)c(OC)c1
    -5% | -0.8% | -3% | 3 | 2% | -2% | -11% | 17% | -5% | 9%
> CCN(CC)S(=O)(=O)c1ccc(N2CCCC2)c(NS(=O)(=O)c2ccc([N+](=O)[O-])cc2)c1
    -5% | -0.2% | -4% | 1 | -4% | -6%[46.1 µM] | 1% | 2% | 8% | 18%
> O=C(NCc1nnc(SCC(=O)N2CCCC2)o1)c1ccco1
    -8% | 4.0% | -6% | 1 | 4% | -2% | -8% | 16% | 12% | 15%
> CCOCCCNC(=O)c1c[nH]c2ccc(OCC)cc2c1=O
    -26% | -0.7% | -1% | 0 | 24% | 12% | -2% | -3% | -11% | ?
> O=C(COC(=O)c1ccc(S(=O)(=O)NCc2ccco2)cc1)c1ccccc1
    -1% | 0.3% | -3% | -2 | 0% | 6%[46.1 µM] | 0% | 6% | 24% | 7%
> COc1ccc(/C=N/n2c(C)nc3sc(C)c(C)c3c2=O)cc1
    ? | -0.3% | 0% | . | -2% | -40% | -1% | 6% | 9% | 17%
> Cc1ccc(NC(=O)c2cc(S(=O)(=O)N3CCCCC3)cs2)cc1
    ? | -0.1% | -6% | ? | 1% | -3% | 4% | -1% | -53% | -27%
> O=c1[nH]cnc2ccccc12
    1% | -0.2% | 5% | 2 | 6% | -7% | 1% | 4% | 7% | 30%
> COc1ccccc1OCC(=O)Nc1cccc(-c2nc3ccccc3o2)c1
    -25% | 0.4% | 3% | 0 | 5% | -4% | -1% | 5% | ? | -23%
> CSc1ccc(C(=O)C2CCCN(C(=O)c3cc(C)n(C)n3)C2)cc1 (centres undefined)
    ? | 0.5% | 8% | 6 | -3% | -33% | -6% | -5% | -1% | -6%
> Cc1csc2nc(O)c(C(=O)NCCN3CCOCC3)c(=O)n12
    1% | 0.6% | 18% | -1 | -10% | 3% | -2% | . | 7% | 41%
> Cc1cc(C)cc(C(=O)NC(=S)Nc2ccc3[nH]c(=O)[nH]c3c2)c1
    -1% | 0.3% | -2% | -3 | -17% | 7%[46.1 µM] | -2% | 8% | -20% | 2%
> CCCCN(CC)CCCNC(=O)c1cc2c(=O)n(C)c3ccccc3c2n1C
    ? | -0.1% | 18% | 2 | 0% | 1%[46.1 µM] | -1% | -6% | -25% | -20%
> COc1ccc2c(c1)SCCC2=O
    -1% | 3.8% | -2% | 4 | 1% | -2% | -1% | 4% | 4% | 17%
> O=C1c2ccccc2-c2cccc(C(=O)N3CCN(C(=O)c4ccccc4)CC3)c21
    7% | -0.1% | -4% | 1 | 3% | 8% | -3% | -3% | -11% | -34%

High-throughput results (PubChem)
